From PubChem
Dynein cargo inh – inhibitors of GR-EGFP nuclear translocation, primary screen, dynein cargo transport inhibitor project, imaging, high-content, 3617.4 mouse cells | test concentration mostly 20 µM; stimulated with dexamethasone, 1 µM; stronger effect = lower value | z-score, hits read low | hit rate 0.47% among 220,000;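 active = plate z-score of nuclear minus cytoplasmic receptor signal below a set negative limit, without overly bright fluorescence or cell loss, cut at about -3.5 in these data, passing the limit was not always enough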;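 note: z-score of nuclear minus cytoplasmic ring GR-EGFP intensity difference per well; some compounds called inactive have numbers as strong as hits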
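Medium: Induction medium lacking tetracycline, stripped serum | Probe or stimulus: 1.0 µM final dexamethasone stimulus | Schedule: 48 h induction, then 1 h compound, then 30 min agonist, 37 °C | Signal: Automated 10x imaging of fixed Hoechst-stained cells | Evaluation: Per-cell GR-EGFP intensity, nucleus versus surrounding cytoplasmic ring, well-averaged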
WT yeast gro inh – growth inhibition of WT strain, primary screen, mitochondrial fusion inhibitor project, WT and mutant strains, chemical genetic; inhibition, % at 10 µM; mitochondrial fusion phenotypic screen; hit rate 2.1% among 190,000; in the data active = inhibition above about 58%; tested in S. cerevisiae
XIAP displacement – XIAP antagonists, biochemical, IAP family, fluorescence polarization (AID 1018); XIAP BIR domain, fluorescence polarization peptide displacement; higher % means a stronger effect; displacement, % at 20 µM; hits with a dose series show IC50 in µM; hit rate 0.007% among 200,000; in the data active = displacement above about 50%; note: a part of the inactive calls stands beside numbers as strong as those of hits
Autophagy HCS – autophagy modulators in MEF cells, primary screen, imaging, high-content, MEF GFP-LC3 | calls only at 10 µM (by protocol) | hit rate 0.98% among 190,000 | MEF GFP-LC3 puncta imaging; test concentration mostly 10 µM;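 active = percentage of spot-positive cells more than 3 SD above its plate mean, without a fluorescence outlier flag or 80% toxicity; inconclusive = no clear call, values can overlap the other calls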;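 note: spot-positive cell cutoff set from DMSO-treated cells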
Insulin prom up – insulin promoter activators in MIN6 cells, imaging, high-content screening, mouse beta cells; MIN6 insulin promoter-GFP reporter; stronger effect = higher value; z-score at 5 µM; hit rate 0.3% among 190,000; AID 1625, 2009;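 active = z-score above 3 at 5 µM with at least 500 cells counted in the well; inconclusive = wells under 500 cells, flagged as cytotoxic or low count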
MT stabilize HCS – microtubule stabilizers in HeLa cells, primary screen, imaging, high-content imaging. % tubulin-high responders, % at 10 µM. hit rate 0.83% among 200,000. AID 2205, 2009. HeLa tubulin immunostaining HCS, 24 h; share of cells brighter than vehicle mean+2SD;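 active = plate Z-score above 3 for both tubulin-high and condensed-nucleus cell shares, with cell loss under 80%, at 10 µM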;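 note: anti alpha tubulin signal scored within the nucleus-defined area of each cell; some results filed as inactive read as strong as hits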
ER stress rescue – rescue of cells from ER stress-induced death, primary screen, 384-well, CSM14.1, thapsigargin, ATP luminescence (AID 1222). CSM14.1 thapsigargin-induced death rescue, ATP luminescence; higher % means a stronger effect. cellular ATP content (survival), % at 20 µM; hits with a dose series show EC50 in µM. 190,000 tested, under 10 active;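 active = EC50 below 50 µM in the dose-response confirmation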;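 note: death triggered by thapsigargin at about 15 µM added after 2 h compound pretreatment; cell ATP read after overnight thapsigargin exposure of roughly 18 to 22 hours; normalized against plate controls of thapsigargin alone and 5% DMSO vehicle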
Hep lipid drop – inhibitors of hepatocyte lipid droplet formation, primary screen, imaging, high-throughput imaging, BODIPY stain; hit rate 0.4% among 240,000; inhibition, % at 6.5 µM; AML12 mouse hepatocytes, oleate lipid droplets;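 active = lipid droplet intensity inhibited by at least 50%, with more than 500 cells counted; inconclusive = wells with under 300 cells, treated as cytotoxic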
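Test system: AML12 mouse liver cells; schedule: overnight exposure; technique: high-content imaging of BODIPY-stained droplets and DAPI nuclei; read-out: % inhibition of corrected integrated BODIPY droplet signal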
b-catenin transl – modulators of beta-catenin nuclear translocation, primary screen, imaging, HeLa cells, immunofluorescence, high-content; hit rate 0.3% among 190,000; nuclear translocation activity, % at 5 µM;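 active = nuclear translocation activity above 50% at 5 µM, with a well cell count of 50 or more; inconclusive = wells under 50 cells across six images, flagged as toxic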;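 note: per-cell ratio of nuclear to cytoplasmic median beta-catenin stain intensity; plate controls were DMSO negative control for no effect and GSK-3 inhibitor IX positive control for full effect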
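assay system = human HeLa cells, endogenous beta-catenin | times = compound treatment 24 h, 37°C, 5% CO2 | detection = Anti-beta-catenin immunofluorescence on PFA-fixed, Triton-permeabilized cells, DAPI nuclei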
WT yeast gro inh mutant strain – recorded beside WT yeast gro inh, whose call it bears; inhibition, %; mitochondrial fusion phenotypic screen, mutant strain inhibition
Dynein cargo inh cytoplasmic EGFP – also measured in Dynein cargo inh; calls as there; z-score; measured here: cytoplasmic GR-EGFP intensity; stronger effect = higher value
Dynein cargo inh nuclear GR-EGFP – recorded beside Dynein cargo inh, whose call it bears; z-score; measured here: nuclear GR-EGFP intensity;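 lower value marks the stronger effect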
Dynein cargo inh cell count – also measured in Dynein cargo inh; calls as there; z-score; measured here: cell count per field
Insulin prom up cell count – second read-out of Insulin prom up, no call of its own (marks repeat the call); cell count; measured here: cytotoxicity, nuclei count;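 total cells summed across four imaged fields per well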
Hep lipid drop cells 6.5 µM – also measured in Hep lipid drop; calls as there; cell count; measured here: cell count, cytotoxicity flag;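 cells counted across two imaged fields per well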
b-catenin transl cell count 5 µM – recorded beside b-catenin transl, whose call it bears; cell count; measured here: cell count, cytotoxicity flag
MT stabilize HCS Hoechst-high % – further read-out of MT stabilize HCS, marked with its call; % Hoechst-high responders; measured here: nuclear condensation Hoechst responders;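 share of cells brighter than vehicle mean plus two SD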
MT stabilize HCS cytotoxicity % – also measured in MT stabilize HCS; calls as there; toxicity, %; measured here: cytotoxicity by cell density;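 0% = mean cell density of plate MIN control wells and 100% = no cells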
Autophagy HCS cell loss 18 h – further read-out of Autophagy HCS, marked with its call; toxicity, %; measured here: cell loss, nuclei count;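 cell loss after 18 h compound exposure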
Numbers without * were called inactive; i = inactive; ? = inconclusive; . = no result given.

SMILES	Dynein cargo inh	Dynein cargo inh cytoplasmic EGFP	Dynein cargo inh nuclear GR-EGFP	Dynein cargo inh cell count	WT yeast gro inh	WT yeast gro inh mutant strain	XIAP displacement	Autophagy HCS	Autophagy HCS cell loss 18 h	Insulin prom up	Insulin prom up cell count	MT stabilize HCS	MT stabilize HCS Hoechst-high %	MT stabilize HCS cytotoxicity %	ER stress rescue	Hep lipid drop	Hep lipid drop cells 6.5 µM	b-catenin transl	b-catenin transl cell count 5 µM
CC(O)CNCCCOc1cccc(C(F)(F)F)c1 (stereo not drawn)	0.014	-0.31	0.12	0.28	6	7	-5.9%	i	9	-0.03	1446	2.1	1.7	14	-2.5%	1	652	-0.2	1500
COc1cc2cc(CN(CCO)S(=O)(=O)c3ccccc3Cl)c(=O)[nH]c2cc1OC	-0.15	0.77	0.67	0.9	4	-20	-5.5%	i	2	0.75	1315	2.0	2.4	12	-1.6%	.	.	-1.4	1124
Cc1[nH]c(=O)[nH]c(=O)c1S(=O)(=O)N(C)Cc1ccccc1	-0.78	-0.017	-0.22	-0.14	11	2	0.5%	i	4	-0.03	929	7.1	2.6	6.1	-1.6%	.	.	1.3	1125
Cc1nn(C(=O)c2ccco2)c(C)c1Sc1ccc(Cl)cc1	-0.5	-0.24	-0.37	0.49	22	21	-3.3%	i	-9	-0.13	1358	2.2	1.8	1.1	-1.8%	-2	653	.	.
COC(=O)COc1ccc(NS(=O)(=O)c2cccc([N+](=O)[O-])c2)cc1	0.27	-0.29	0.24	-0.3	-8	-11	-6.8%	i	-27	-1	1302	2.7	2.0	3.7	-1.8%	-1	725	4.6	812
CCCCNC(=S)N(C)/N=C/c1ccc(OCC(=O)Nc2c(C)cc(C)cc2C)c(OC)c1	0.24	-0.18	0.22	0.5	12	15	-2.7%	i	-1	-0.64	1280	4.9	4.6	3.1	-2.2%	-3	625	0.1	1016
COc1ccc(OC)c(NC(=O)COc2ccc(S(=O)(=O)NC(C)C)cc2)c1	0.15	-0.23	0.063	0.24	-15	-13	-2.2%	i	-2	-0.83	1248	4.2	1.8	4.2	4.5%	17	757	-2.7	1149
Fc1ccc(Oc2nc(-c3ccccc3)nnc2C(F)(F)F)cc1	-2	0.021	-0.37	0.21	14	2	1.0%	i	-32	0.61	1412	2.6	1.7	4.1	-1.0%	.	.	2.2	1410
CSc1ccc(S(=O)(=O)NCc2ccccc2C)cc1	-0.85	-0.35	-0.35	0.76	-13	-15	-6.9%	i	-7	-0.53	1429	2.0	2.6	6.5	3.0%	-2	706	0.6	1467
COC(=O)C1C(=O)C2=C(CC1C)NC(=O)CC2c1cccc(C)c1 (stereo not drawn)	-1	-0.18	-0.42	0.88	-6	17	-4.2%	i	-3	-0.28	1658	1.7	1.8	5.5	0.5%	.	.	1.1	1317
CCSC1=C(C#N)C(c2ccc(C)s2)CC(=O)N1 (stereo not drawn)	-0.95	-0.2	-0.36	0.37	17	-4	-2.0%	i	6	0.14	1242	2.9	1.9	4.6	-1.1%	.	.	0.5	1129
Cc1ccc(C)c(NC(=O)CCC(=O)NNC(=S)Nc2ccccc2)c1	0.4	-0.34	0.68	-0.54	-8	18	-2.7%	i	1	0.19	1616	5.9	1.6	5.4	-1.2%	-4	661	-3.6	1063
COc1cc(S(=O)(=O)N(Cc2cccs2)CC2CCCO2)ccc1-n1cnnn1 (stereo not drawn)	-1	-0.09	-0.56	1.2	6	1	-0.6%	i	0	0.09	1293	3.3	1.0	7.7	0.4%	.	.	-4.9	1034
c1ccc2nc3c(nc2c1)CCc1nonc1-3	0.18	-0.23	0.4	0.71	13	9	-6.2%	i	17	0.62	1334	4.8	0.8	0.6	-1.1%	.	.	-5.8	880
CCOc1c(Cl)cc(CNCC(C)C)cc1OC	0.58	0.25	0.22	-1.6	-1	1	0.2%	i	0	.	.	1.8	2.0	10	-1.2%	24	833	.	.
Cc1nnc2sc(-c3ccc(-c4ccc(Cl)c(C(F)(F)F)c4)o3)nn12	.	.	.	.	.	.	-4.7%	.	.	-0.58	1050	.	.	.	8.1%	.	.	1.7	967
CCc1ccc(S(=O)(=O)Nc2cccc(-c3ccc4nncn4n3)c2)s1	0.57	-0.21	0.32	-0.67	6	-17	-4.8%	i	-2	-0.74	1124	6.6	2.5	3.3	2.7%	-3	692	2.4	967
CCN(Cc1ccncc1)Cc1cn(C)nc1-c1ccc(Oc2ccccc2)cc1	-0.84	-0.2	-0.17	0.57	56	26	-7.0%	i	22	.	.	2.3	2.1	6.1	2.2%	-11	727	-3.0	1109
COc1ccc(-c2noc(CCC(=O)NCc3cccnc3)n2)cc1	-0.16	-0.21	0.47	0.64	-3	-14	0.1%	i	7	-0.28	1329	2.6	2.1	1.7	-1.2%	.	.	-0.7	1120
Cn1c2c(c(=O)n(C)c1=O)[C@@]1(C(=O)Nc3ccccc31)C(C#N)=C(N)O2	-2.7	0.82	-1.4	-0.76	8	-1	-3.4%	?	.	0.63	1589	3.0	2.8	7.7	-0.5%	32	661	-2.5	1051
COc1cc(NC2c3ccccc3C(=O)N2Cc2ccccc2Cl)cc(OC)c1 (stereo not drawn)	-1.4	-0.24	-0.3	0.99	.	.	.	.	.	-0.29	1081	.	.	.	.	8	729	-0.2	1328
CC(=O)c1cc(-c2ccccc2)n(CC(=O)Nc2ccc(C)c(C)c2)c1C	0.28	-0.28	-0.04	-0.54	24	13	-1.4%	i	8	-0.26	1393	3.6	1.6	0.6	-8.5%	-6	675	-5.9	517
CCOC(=O)C1CCCCN1Cc1ccc(F)cc1 (stereo not drawn)	-0.16	-0.033	-0.077	0.28	13	17	-13%	i	2	0.97	726	0.7	1.8	2.0	-1.0%	1	772	.	.
CC(C)(CO)N=Cc1c(O)[nH]c2ccccc12	-0.53	-0.19	-0.94	-0.57	-4	0	-3.4%	i	5	-0.28	1540	3.5	1.4	7.1	-1.0%	.	.	-0.9	1256
O=C(Cc1ccccc1)Nc1ccccc1N1CCOCC1	-0.76	-0.24	-1	-0.17	3	-3	-9.4%	i	3	0.85	1316	2.2	1.4	9.5	-0.8%	.	.	-0.6	1427
CCCOc1ccc(C(C)=O)cc1CC(C(N)=O)C(N)=O	-0.16	-0.27	-0.078	1.6	-22	-2	-5.8%	i	-3	0.61	899	2.0	3.2	11	-0.8%	-14	739	.	.
CC(=O)NCCn1c(SCC(=O)NC2CCCCC2)nc2ccccc2c1=O	-0.67	-0.31	-0.32	1.1	6	-7	-2.6%	i	10	.	.	2.3	2.1	1.5	-2.3%	7	733	-1.5	1115
O=C(NC1CCCCC1)N1CCN(c2ccccc2)CC1	-0.13	-0.04	0.27	1.4	-12	-1	-5.5%	i	-9	-0.12	1151	2.0	2.4	5.2	2.1%	-24	762	0.1	1112
COc1ccc(/C=C2/SC(=S)N(c3ccc(S(=O)(=O)Nc4nccs4)cc3)C2=O)cc1	-0.15	-0.11	0.26	-1.7	.	.	.	.	.	-0.57	949	.	.	.	.	5	711	-0.4	1363
O=C(CSc1nnnn1-c1ccccc1)c1cc2ccccc2oc1=O	0.22	0.11	0.36	0.37	33	-12	-4.1%	i	8	.	.	1.8	1.6	4.8	i	4	687	-1.3	1055
Cc1cc(C)cc(N(CC(=O)NC2CCC(C)CC2)S(=O)(=O)c2c(C)noc2C)c1 (stereo not drawn)	-0.39	-0.19	0.014	0.66	14	-8	-3.2%	i	-7	-0.29	1418	3.1	1.3	0.4	-1.2%	-1	697	0.1	907
CN(C(=S)Nc1ccc(Oc2ccccc2)cc1)C1CCCCC1	1.1	-0.26	0.57	-0.99	68*	54*	1.2%	i	11	-1.1	1293	1.7	1.7	0.9	-2.4%	14	520	-1.2	890

Some of these compounds in order of their number in Dynein cargo inh cell count, rising:
structure	Dynein cargo inh	Dynein cargo inh cytoplasmic EGFP	Dynein cargo inh nuclear GR-EGFP	Dynein cargo inh cell count	WT yeast gro inh mutant strain	XIAP displacement	MT stabilize HCS Hoechst-high %
CC(=O)c1cc(-c2ccccc2)n(CC(=O)Nc2ccc(C)c(C)c2)c1C	0.28	-0.28	-0.04	-0.54	13	-1.4%	1.6
COc1cc(NC2c3ccccc3C(=O)N2Cc2ccccc2Cl)cc(OC)c1 (stereo not drawn)	-1.4	-0.24	-0.3	0.99	.	.	.
CC(=O)NCCn1c(SCC(=O)NC2CCCCC2)nc2ccccc2c1=O	-0.67	-0.31	-0.32	1.1	-7	-2.6%	2.1
